V1aR counter = V1a receptor agonism, counter-screen for OXTR agonists. P37288. CHO-V1R cells, Fluo-8 calcium fluorescence, agonist mode; 0% DMSO, 100% 3 nM vasopressin. activation, % at 3 µM. 320,000 compounds, 0.25% hits. AID 2797;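 active = activation above the mean activation of all tested compounds plus 3 SD, per screening run, cut at about 20% in these data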;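 also: signal is peak over basal fluorescence ratio across a 100 second FLIPR read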
M1 ag = agonists of human M1 muscarinic receptor; activation, % at 3 µM; CHO-K1 hM1, Fluo-8 calcium fluorescence, agonist mode; 0% DMSO, 100% acetylcholine EC100; P11229; 360,000 compounds, 0.33% hits;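 active = activation above the run's mean compound activation plus 3 SD, cut at about 16% in these data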;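 also: peak over basal fluorescence ratio within a 140 s kinetic read after compound addition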
Target sequence (P11229 whole entry, looked up): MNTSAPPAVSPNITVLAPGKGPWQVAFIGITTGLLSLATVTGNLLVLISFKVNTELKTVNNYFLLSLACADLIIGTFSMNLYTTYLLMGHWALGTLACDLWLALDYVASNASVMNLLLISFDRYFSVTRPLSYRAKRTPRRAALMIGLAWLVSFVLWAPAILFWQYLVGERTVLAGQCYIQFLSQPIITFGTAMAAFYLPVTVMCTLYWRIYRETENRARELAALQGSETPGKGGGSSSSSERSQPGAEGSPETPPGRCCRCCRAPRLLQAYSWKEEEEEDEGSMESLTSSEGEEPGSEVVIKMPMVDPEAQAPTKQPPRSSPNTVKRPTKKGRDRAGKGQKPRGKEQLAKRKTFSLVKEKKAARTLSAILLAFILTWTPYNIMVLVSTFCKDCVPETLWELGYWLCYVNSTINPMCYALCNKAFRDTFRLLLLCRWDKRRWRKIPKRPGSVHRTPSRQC
CHO-K1 Ca antag = counter-screen for M1 antagonists: effect in parental CHO-K1 cells; 360,000 compounds, 0.6% hits; ATP-induced calcium, Fluo-8 fluorescence; inhibition, % at 3 µM;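 active = inhibition above a per-plate cutoff, the plate's mean sample inhibition plus 3 SD, cut at about 24% in these data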;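 also: 0% = DMSO plus EC80 ATP and 100% = DMSO alone without ATP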
CHO-K1 Ca PAM = counter-screen for M1 PAMs: effect in parental CHO-K1 cells | activation, % at 3 µM | ATP EC20, Fluo-8 calcium fluorescence; 0% at ATP EC20, 100% at ATP max | 360,000 compounds, 0.02% hits;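 active = activation above the run cutoff, the mean activation of all test compounds plus 3 SD, cut at about 40% in these data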;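 also: peak over basal fluorescence ratio in a 140 s read after ATP addition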
CHO parental Ca = counter-screen: ATP calcium response change in parental CHO cells; parental CHO-K1, ATP-induced calcium, Fluo-8 fluorescence; inhibition, % at 5.6 µM; 330,000 compounds, 0.63% hits;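 active = inhibition above that plate's mean sample inhibition plus 3 SD, cut at about 26% in these data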;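 also: 0% = ATP-challenged DMSO wells and 100% = DMSO wells without ATP; some compounds past the cut are filed as inactive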
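Material: parental CHO cells / Compound: single nominal dose of 5.6 µM per compound / Signal: Fluo-8 fluorescence / Replicates: singlicate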
M1 ag parental = M1 agonist counterscreen hit in parental CHO-K1 cells; 360,000 compounds, 0.48% hits; Fluo-8 calcium fluorescence; scaled to maximal ATP response, vehicle zero; activation, % at 3 µM; AID 602248; in the data active = activation above about 15%;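 also: untransfected CHO-K1 host cells lacking M1 receptor as counterscreen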
TAAR1 antagonist = antagonists of human TAAR1. inhibition, % at 3 µM. Q96RJ0. CHO RD-HGA16 TAAR1, Fluo-8 calcium fluorescence, antagonist. AID 624466. 360,000 compounds, 1.5% hits;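 active = inhibition above a per-plate cutoff, the mean inhibition of test compounds on that plate plus 3 SD, cut at about 49% in these data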;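 also: 0% = DMSO plus EC80 beta-PEA response and 100% = DMSO alone without agonist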
Target sequence (Q96RJ0 whole entry, looked up): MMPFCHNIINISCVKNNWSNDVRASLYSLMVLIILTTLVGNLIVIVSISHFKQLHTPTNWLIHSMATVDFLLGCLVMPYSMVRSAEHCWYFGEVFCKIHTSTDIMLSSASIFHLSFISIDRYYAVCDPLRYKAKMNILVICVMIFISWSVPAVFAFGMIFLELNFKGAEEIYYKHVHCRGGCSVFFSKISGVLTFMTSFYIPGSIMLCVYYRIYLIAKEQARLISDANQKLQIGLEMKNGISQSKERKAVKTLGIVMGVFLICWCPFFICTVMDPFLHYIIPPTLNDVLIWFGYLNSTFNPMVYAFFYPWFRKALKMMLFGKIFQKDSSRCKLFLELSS
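Test system: CHO RD-HGA16 cells bearing hTAAR1 | Reagent: β-PEA, EC80 | Compound dosing: 3 µM, single point | Schedule: Dye loading 75 min at 37 °C, then 30 min room temperature | Signal: Calcium fluorescence with Fluo-8 | Evaluation: Percent inhibition of PEA-evoked calcium signal, max/basal emission ratio | Control set: DMSO-only wells and EC80 β-PEA-stimulated wells | Repeats: Singlicate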
TAAR1 ag = agonists of human TAAR1; Q96RJ0; CHO RD-HGA16 TAAR1, Fluo-8 calcium fluorescence; vehicle wells 0%, saturating PEA agonist 100%; activation, % at 3 µM; 360,000 compounds, 0.99% hits;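 active = activation above the mean activation of all test compounds in the run plus 3 SD, cut at about 38% in these data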
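Test system: RD-HGA16 (CHO) cells co-expressing Gα16 and hTAAR1 | Doses: Single dose, 3 µM | Schedule: 17-24 h seeding, 75 min 37 °C dye, 30 min RT | Evaluation: % activation from peak over basal fluorescence ratio, DMSO-to-PEA scaled | Technique: Kinetic Fluo-8 calcium fluorescence | Benchmarks: Low control DMSO, high control PEA (EC100)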
OXTR potentiate = human OXTR potentiation; CHO-OTR cells, Fluo-8 calcium fluorescence, potentiator mode; 0% = oxytocin EC15, 100% = EC100; 320,000 compounds, 0.061% hits; activation, % at 3 µM;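 active = activation above that plate's cutoff, the mean activation of tested compounds plus 3 SD, cut at about 6.6% in these data, passing the limit was not always enough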;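 also: 100% uses oxytocin at 75 nM as the full agonist control; some results filed as inactive read as strong as hits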
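test system = CHO-OTR cells, human receptor | compound = single-point 3.0 µM | schedule = 6 min compound pre-incubation at room temperature, 100 s kinetic read | signal = Fluo-8 no-wash calcium dye fluorescence, excitation 470-495 nm, emission 515-575 nm | repeats = single well per compound, singlicate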
Numbers without * were called inactive; . = not tested or not shown.

Value order: V1aR counter	M1 ag	CHO-K1 Ca antag	CHO-K1 Ca PAM	CHO parental Ca	M1 ag parental	TAAR1 antagonist	TAAR1 ag	OXTR potentiate
1) COc1cc(NC(=O)c2ccc(CNc3c(N4CCCC4)c(=O)c3=O)cc2)cc(OC)c1OC
  0.6	-3	-4	3	-27	0.4	0	5	-3
2) CC(=O)NCC1CCCN(C(=O)c2oc3c(F)cccc3c2C)C1 (configuration not stated)
  6.9	-3	-7	13	-13	1.2	-22	3	-4
3) CCN1CCSc2ccc(C(=O)NCc3ccccc3C)cc21
  -0.6	-12	-11	15	-7	-0.1	-28	0	-3
4) N#Cc1cnc(SCC(=O)N2CCCC2)nc1N
  0.5	-1	4	7	-1	2.2	-11	3	-3
5) Cc1ccc(S(=O)(=O)c2cc3c(=O)n4ccccc4nc3n(CCCN3CCOCC3)c2=N)cc1C
  -0.4	-7	-13	1	-25	-1.3	-13	-4	-2
6) O=C1C[C@H](c2ccc(O)cc2)Oc2cc(O[C@@H]3O[C@H](CO)[C@@H](O)[C@H](O)[C@H]3O)cc(O[C@@H]3O[C@H](CO)[C@@H](O)[C@H](O)[C@H]3O)c21
  1.1	1	5	-7	11	0.0	-13	16	1
7) CCCc1nnc2c(N(C)S(=O)(=O)c3ccccc3)nc3ccccc3n12
  0.8	-2	-2	15	-8	0.2	-6	0	0
8) NC(c1csc(Nc2ccc(C(=O)NCCCO)cn2)n1)c1ccccc1Cl (configuration not stated)
  .	-6	-6	11	.	0.5	-8	1	.
9) COCCCn1cc(CN2CC(N3CCCC3)CS2(=O)=O)nn1 (configuration not stated)
  .	.	-10	10	.	-0.5	-11	2	.
10) CCCN1CCC(=NNc2ccc(S(=O)(=O)N3CCOCC3)cc2[N+](=O)[O-])CC1
  0.2	-8	2	22	-19	-0.1	-5	0	-3
11) CCCCCn1c(SCC(=O)CC(=O)OCC)nc2cc(C(=O)N3CCC(C(N)=O)CC3)ccc2c1=O
  -0.8	-6	-10	14	-22	2.4	29	3	-9
12) O=C(Nc1cccc(Cl)c1)OC1CCCCc2cccnc21 (configuration not stated)
  -0.1	-3	8	-16	-22	0.4	-12	4	-7
13) CC1CCCC(NC(=O)COC(=O)c2cccc(S(=O)(=O)N3CCCCC3)c2)C1C (configuration not stated)
  -0.1	0	3	-14	-7	1.4	17	-1	-1
14) CCCCC(=O)OCCNC(=O)c1cc2ccccc2oc1=O
  0.6	0	18	-6	-25	-0.1	2	2	-6
15) COc1ccc(CCN2C(=O)C3C4CC(C5C(C(=O)O)=NOC45)C3C2=O)cc1OC (configuration not stated)
  0.2	-3	7	1	10	0.4	1	8	-13
16) Cc1nccn1CC(=O)N/N=C/c1ccccc1O
  -0.6	-2	10	-18	-17	0.1	-15	59*	-1
17) O=C(CCSCc1ccccc1)Nc1ccc2c(c1)OCCO2
  2.3	-5	-8	15	-4	5.6	-9	6	-17
18) COc1ccc(-c2n(Cc3ccccc3)c3ccccc3[n+]2Cc2ccccc2)cc1
  -0.3	-11	7	13	6	0.1	-32	5	-8
19) CCc1ccc(CN(C)CC(=O)Nc2ccc3c(c2)CCC3)cc1
  -0.1	-11	9	-3	-29	-0.6	-7	5	-9
20) Cc1ccccc1Oc1ncnc2oc(-c3ccccc3)cc12
  0.4	-3	3	-1	-33	0.7	28	1	-12
21) CN(C)/C=C(/C(=O)c1ccc(Cl)cc1)S(=O)(=O)c1ccc(Cl)cc1
  -0.5	-1	7	-6	-4	-0.1	9	2	1
22) O=C(COC(=O)CCc1ccccc1)Nc1ccc(F)cc1Cl
  0.5	-1	-12	9	-1	-0.3	-4	3	-2
23) COc1ccc(CCN(Cc2ccccn2)C(=S)Nc2cccc(SC)c2)cc1OC
  1.1	-5	-10	9	-15	1.0	-15	1	-16
24) CC12CCC(=O)N1C(C(=O)Nc1cccc(S(=O)(=O)N3CCCCC3)c1)CS2 (configuration not stated)
  -0.1	-2	8	-18	-1	0.8	-42	10	-8
25) CC(=O)C1=CCC(c2ccccc2)N(S(=O)(=O)c2ccc(C)cc2)C1 (configuration not stated)
  .	-6	-16	11	.	0.7	-17	3	.
26) CC(C)CC(/C(O)=C(\C#N)c1nc2ccccc2[nH]1)N1C(=O)c2ccccc2C1=O (configuration not stated)
  -0.2	-4	-1	7	-17	0.9	16	12	-16
27) C[C@H]1CN([C@@H](C)CO)S(=O)(=O)c2ccc(Br)cc2O[C@@H]1CN(C)Cc1ccccc1
  .	-7	13	-10	.	-0.6	-8	4	.
28) Cn1nc(C(=O)N2CCN(S(=O)(=O)c3ccc(Cl)cc3)CC2)c2ccccc2c1=O
  .	-2	-11	7	.	8.3	5	3	.
29) Cc1cc(C)n(-c2nc(SCCN3CCOCC3)c3c4c(sc3n2)CCCC4)n1
  .	-3	-11	22	.	1.5	-37	8	.
30) Cn1cccc1C1C(C#N)=C(N)OC2=C1C(=O)CCC2 (configuration not stated)
  -0.6	-5	-3	19	14	0.8	-22	1	-6
31) Cc1ccc(C(=O)N2CCN(c3ccc(Cl)cc3)CC2)cc1
  1.9	-5	14	-3	-11	0.2	9	1	-9
32) COC(=O)c1ccc(/C=N/n2cnnc2)cc1
  2.0	-3	-10	9	-1	-0.3	-6	0	-11
33) COc1nnc(-c2ccc(N3CCCCC3)c(N)c2)c2ccccc12
  3.5	-1	-7	3	-22	1.2	-2	29	-20
34) CC(C)(C)OC(=O)COc1cc(O)c2c(=O)cc(-c3ccccc3)oc2c1
  1.1	-6	-11	17	-12	1.4	6	-2	-14
35) COc1ccc(-c2cc3nc(C4CCN(C(=O)OC(C)(C)C)CC4)c(C(=O)O)cn3n2)cc1
  -0.6	-6	-8	17	-10	0.8	11	15	5
36) CC(C)OCC(O)CS(=O)Cc1ccccc1 (configuration not stated)
  0.9	-1	-5	4	-3	-0.4	-7	3	4
37) COc1ccc(-c2cc(C)no2)cc1S(=O)(=O)NCCc1ccco1
  2.9	-1	-11	6	-9	2.1	2	0	-4
38) CN(C)CCNC(=O)C1CCCNC1=O (configuration not stated)
  0.8	-5	-3	17	-6	0.4	0	12	-13
39) COc1ccc(/C=C/c2c([N+](=O)[O-])c(=O)n(C)c(=O)n2C)cc1OC
  0.3	-2	-16	2	-15	-0.2	-6	13	1
40) O=C(C/C=N/OCc1c(Cl)cccc1Cl)c1ccc(Cl)cc1
  4.8	-3	6	2	-4	-0.3	3	5	1
41) COc1ccc(NC(=O)C2(C)CCN2C(=O)c2ccc(C(C)(C)C)cc2)cc1OC (configuration not stated)
  .	-2	6	-13	.	3.0	-10	1	.
42) Cc1ccc(NC(=O)c2ccc([N+](=O)[O-])cc2)cc1S(=O)(=O)N(C)C
  2.1	-3	0	-3	-5	1.7	14	5	-28
43) CC(=O)Nc1cc(-c2cccnc2)cn2c(-c3ccc(F)cc3)cnc12
  .	-6	-3	-3	.	0.9	3	-1	.
44) Cc1cc(C)c(NC(=O)COC(=O)C2=COCCO2)c(Cl)c1
  0.2	1	7	-12	-4	-0.3	-17	2	-10
45) CCCCn1cnc2c(SCc3cccc(F)c3)nc(N)nc21
  .	-2	-14	14	.	0.2	-57	0	.
46) COc1ccccc1-n1c(CNC(=O)c2ccco2)nnc1SCC(=O)Nc1ccc(F)cc1
  0.9	-2	-13	18	4	0.8	5	8	-7
47) CCCOc1cccc(C(=O)N/N=C/c2ccoc2)c1
  0.0	-1	-3	0	-3	0.1	4	-1	-13
48) CCCCc1nnc(NC(=O)c2nc3nccc(C)n3n2)s1
  -0.4	-4	-10	6	-1	0.0	11	2	-1
49) O=C(O)Cn1c(=O)n(Cc2ccccc2)c2ccccc21
  .	-1	-3	2	.	-0.4	-8	0	.
50) CC1CCc2c(sc3nc4n(c(=O)c23)CCS4)C1 (configuration not stated)
  -0.5	-7	-8	15	-22	0.3	4	16	-4

Next records
Value order: V1aR counter	M1 ag	CHO-K1 Ca antag	CHO-K1 Ca PAM	CHO parental Ca	M1 ag parental	TAAR1 antagonist	TAAR1 ag	OXTR potentiate
51) COc1cc(/C=C/C(=O)OCC(=O)NC2CCS(=O)(=O)C2)ccc1O (configuration not stated)
  0.9	-3	3	0	-10	-0.5	-5	0	-5
52) CC1CCCN(c2ccc(C(=O)NCc3ccc4c(c3)OCO4)cc2[N+](=O)[O-])C1 (configuration not stated)
  -1.2	-7	-3	9	-10	0.1	-4	2	-2
53) O=C(NCc1ccncc1)[C@@H]1CCCN1C(=O)[C@H]1CCCN1C(=O)c1cccc2ccccc12
  .	.	-9	6	.	0.7	-8	7	.
54) C[C@H]1CN([C@@H](C)CO)C(=O)CCCn2cc(nn2)CO[C@@H]1CN(C)C(=O)Nc1ccc2c(c1)OCO2
  .	-1	-7	17	.	-0.1	-10	2	.
55) COC(=O)CCn1nnc(-c2ccc(C)cc2)n1
  0.8	-4	-7	15	7	0.2	23	1	-2
56) COc1ccc(/C=N\Nc2ccc([N+](=O)[O-])cc2[N+](=O)[O-])c(C(=O)O)c1OC
  1.3	0	-13	12	-3	0.7	5	1	0
57) O=C1NCCCN1Cc1ccc(Cl)cc1
  0.4	-2	-9	-7	5	1.6	6	0	-12
58) CN(C)c1ccc(C(=O)NCCCSc2ccccc2)cc1
  0.8	-2	-10	6	-8	1.2	-28	0	-4
59) C=CCn1cnc2c(nnn2-c2ccc(C)c(Cl)c2)c1=O
  1.1	-6	0	12	-10	0.7	4	-2	-4
60) O=c1c2cc(F)ccc2[nH]c(=S)n1Cc1ccc(F)cc1
  0.0	-4	-3	4	-11	0.6	12	4	-20

Quoted at random: 2 entries already listed
Value order: V1aR counter	M1 ag	CHO-K1 Ca antag	CHO-K1 Ca PAM	CHO parental Ca	M1 ag parental	TAAR1 antagonist	TAAR1 ag	OXTR potentiate
53) O=C(NCc1ccncc1)[C@@H]1CCCN1C(=O)[C@H]1CCCN1C(=O)c1cccc2ccccc12
  .	.	-9	6	.	0.7	-8	7	.
60) O=c1c2cc(F)ccc2[nH]c(=S)n1Cc1ccc(F)cc1
  0.0	-4	-3	4	-11	0.6	12	4	-20

(listing goes on)
Value order: V1aR counter	M1 ag	CHO-K1 Ca antag	CHO-K1 Ca PAM	CHO parental Ca	M1 ag parental	TAAR1 antagonist	TAAR1 ag	OXTR potentiate
61) COc1ccc(-c2[nH]nc3c2C(c2ccoc2)C(C#N)=C(N)O3)cc1 (configuration not stated)
  -0.3	0	13	-6	-3	0.1	4	6	-1
62) COc1ccc(C(=O)Nc2cc(C(=O)O)cc(C(=O)O)c2)cc1Cl
  -0.4	-3	-22	19	4	0.5	15	7	-7
63) Cc1cccc(NC(=O)NCC2CCN(c3ccc(S(=O)(=O)N4CCOCC4)cc3)CC2)c1
  7.1	2	-12	-11	-4	2.6	13	-1	-5
64) COc1ccccc1-c1cc(C(F)(F)F)nc(NCc2cccs2)n1
  0.6	-7	3	1	-36	-0.9	9	0	-7

Screens deposited in PubChem by The Scripps Research Institute Molecular Screening Center.
